# Screens from PubChem.
# Mdm2 MdmX PPI = inhibitors of human Mdm2/MdmX interaction; O15151+Q00987; SaOS-2 split-luciferase Mdm2/MdmX complementation, luminescence; inhibition, % at 8 µM; 330,000 compounds, 3% hits; AID 485346;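 active means inhibition of at least 50% at 8 µM in the primary screen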
# CXCR6 block = blocks human CXCR6 beta-arrestin recruitment. O00574. CHO-K1 PathHunter CXCR6 beta-arrestin, luminescence. inhibition, % at 20 µM. 360,000 compounds, 0.36% hits; in the data active means inhibition above about 34%, passing the limit was not always enough;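 further: antagonist mode with CXCL16 agonist at 10 nM final; 0% = 10 nM CXCL16 with DMSO and 100% = unstimulated wells without agonist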
# UPR XBP1 act = activators of adaptive arm of unfolded protein response (XBP1); CHO-XBP1 luciferase reporter, IRE1-XBP1 UPR activation, luminescence; percent of tunicamycin response, DMSO as zero; 330,000 compounds, 0.33% hits; activation, % at 20 µM; AID 463104;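 active means versus positive control, 20 µM dose yields 30% or more activation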;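 further: 100% = tunicamycin at 10 µg/mL and 0% = DMSO only wells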
#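 assay system = CHO-XBP1 luciferase reporter cells | amount = 1000 cells/well | buffer or medium = F12 plus 10% FBS | compound dosing = single point, 20 µM final compound, 1% DMSO | incubation = 16-18 h cell attachment at 37 °C, then 6 h compound exposure | detection = Steady-Glo luminescence read | controls = tunicamycin 10 µg/mL and vehicle-only wells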
# Gli-Sufu antag = antagonists of Gli-Sufu signaling. AID 588413. inhibition, % at 5 µM. Sufu-KO-LIGHT fibroblasts, Gli luciferase reporter luminescence. 340,000 compounds, 0.74% hits;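 active means inhibition above about 55%, limit read from the data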;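 further: 0% = DMSO-treated cells and 100% = wells with medium but no cells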
# Jurkat NFkB inh = inhibitors of the PMA/ionomycin-induced NF-kB reporter in Jurkat cells; 330,000 compounds, 0.53% hits; PMA/ionomycin-induced NF-kB luciferase reporter, luminescence; inhibition, % at 4 µM; AID 435003; in the data active means inhibition above about 50%
# CHOP UPR activ = activators of apoptotic arm of unfolded protein response (CHOP) | CHO-CHOP luciferase reporter, UPR activation, luminescence; percent of tunicamycin response over DMSO baseline | 330,000 compounds, 0.34% hits | activation, % at 10 µM | AID 449763;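 active means at 10 µM dose, activation of 40% or more, normalized to positive control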;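 further: 100% = tunicamycin at 10 µg/mL and 0% = DMSO alone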
#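 assay system = CHO CHOP reporter cells | amount = 500 CHO-CHOP cells per well | buffer or medium = F12 with 10% FBS | incubation = 16-18 h cell attachment, then 6 h compound exposure, 37 °C | detection = luminescence read with Steady-Glo | read-out = percent activation relative to tunicamycin control | controls = tunicamycin high control, DMSO low control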
# EBI2 antag = blocks human EBI2 receptor beta-arrestin signaling. 360,000 compounds, 0.81% hits. P32249. inhibition, % at 5 µM. EBI2 beta-arrestin recruitment, luminescence, 7a,25-OHC stimulated. AID 651636; in the data active means inhibition above about 38%;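 further: enzyme fragment complementation signal reports receptor beta-arrestin coupling in cells; 0% = agonist plus DMSO wells and 100% = wells without agonist; some results beyond the cut were filed as inactive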
# Target sequence (P32249 whole entry, looked up, the tested form may be a part): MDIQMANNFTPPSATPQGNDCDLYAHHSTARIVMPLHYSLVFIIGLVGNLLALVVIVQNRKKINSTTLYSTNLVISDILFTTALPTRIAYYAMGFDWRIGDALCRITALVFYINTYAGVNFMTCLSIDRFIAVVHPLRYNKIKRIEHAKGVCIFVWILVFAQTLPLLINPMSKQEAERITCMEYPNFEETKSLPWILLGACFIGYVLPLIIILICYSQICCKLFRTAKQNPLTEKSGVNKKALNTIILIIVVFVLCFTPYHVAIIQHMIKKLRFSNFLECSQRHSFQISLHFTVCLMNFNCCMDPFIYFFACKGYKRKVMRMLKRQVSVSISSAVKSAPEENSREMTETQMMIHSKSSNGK
# CCR6 antagonist = blocks CCL20-driven beta-arrestin recruitment at human CCR6 | P51684 | CHO-K1 CCR6 PathHunter beta-arrestin, luminescence, CCL20-stimulated | inhibition, % at 20 µM | 340,000 compounds, 0.49% hits | AID 493098;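 active means compounds whose inhibition of the agonist-driven luminescence signal at 20 µM reaches about 50%, limit read from the data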;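 further: cells stimulated with CCL20 at 14 nM final; plate controls were DMSO with CCL20 for no effect and DMSO without agonist for full effect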
# Target sequence (P51684 whole entry, looked up): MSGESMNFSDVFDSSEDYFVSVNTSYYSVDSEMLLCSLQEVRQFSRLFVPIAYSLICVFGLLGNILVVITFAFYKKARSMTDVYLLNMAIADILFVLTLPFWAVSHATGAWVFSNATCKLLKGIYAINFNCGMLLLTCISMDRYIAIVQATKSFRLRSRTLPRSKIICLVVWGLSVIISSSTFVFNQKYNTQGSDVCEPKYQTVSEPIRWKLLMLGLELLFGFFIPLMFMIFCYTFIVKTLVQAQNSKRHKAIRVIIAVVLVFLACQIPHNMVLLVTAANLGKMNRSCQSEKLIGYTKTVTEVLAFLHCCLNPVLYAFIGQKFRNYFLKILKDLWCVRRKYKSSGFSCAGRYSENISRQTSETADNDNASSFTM
# 697 NFkB inh = inhibitors of the PMA/ionomycin-induced NF-kB reporter in 697 B cells | 697 B-cell NF-kB luciferase reporter, 16 h | inhibition, % at 4 µM | 330,000 compounds, 0.33% hits | AID 435022; in the data active means inhibition above about 35%
# An asterisk follows results filed as active; . = not tested or not shown.
SMILES,Mdm2 MdmX PPI,CXCR6 block,UPR XBP1 act,Gli-Sufu antag,Jurkat NFkB inh,CHOP UPR activ,EBI2 antag,CCR6 antagonist,697 NFkB inh
CCOC(=O)N1CCN(S(=O)(=O)N2CCCC(C(=O)NCCc3ccc(OC)c(OC)c3)C2)CC1 (configuration not stated),16,-6,-2,0,17,-0.2,1,17,-3
Cc1ccc(SCC(=O)OCC(=O)NCc2cccs2)cc1,12,-4,-2,-1,12,2.2,1,-17,1
Cc1ccc(CN2C3CCCC2CC(NC(=O)c2ccc(F)cc2)C3)cc1 (configuration not stated),10,7,-1,17,-1,-0.3,-2,11,-7
CCCNC(=O)CC(NS(=O)(=O)c1ccc(NC(C)=O)cc1)C(C)C (configuration not stated),20,-3,0,-1,-11,-2.4,-7,-1,21
CCOC(=O)C1=C(N)n2c(s/c(=C/c3ccccc3)c2=O)=C(C(=O)OCC)C1c1ccccc1 (configuration not stated),51*,.,-1,.,0,3.0,.,.,5
COc1ccc(S(=O)(=O)N2CCOC23CCN(S(=O)(=O)c2ccc(C)cc2)CC3)cc1,4,-8,-3,10,22,-0.9,-5,11,1
Cc1ccc(OCc2nc(-c3cccnc3)no2)cc1C,-20,-5,-1,6,-28,0.7,8,16,-8
CC(=O)c1cccc(NC(=O)CN2C(=O)NC3(CCCCCCC3)C2=O)c1,3,2,0,0,5,-1.2,2,-22,19
COc1cc(CCc2ccc3c(c2)OCO3)oc(=O)c1,-5,-4,1,-2,-11,0.4,6,3,8
O=S(=O)(Nc1ccn(-c2ccccc2)n1)c1ccc(Br)cc1,-5,-7,-2,-5,-14,0.3,-6,0,-25
COc1ccccc1NC(=O)COC(=O)c1[nH]c(=O)[nH]c(=O)c1N,16,-4,1,.,5,4.2,14,11,5
CN(Cc1cccc(F)c1)C(=O)c1ccccc1Sc1ccccc1C#N,-18,12,-5,6,-5,1.4,8,30,-19
COc1ccc(CN2CCCCCC2)cc1Br,0,-7,-7,10,-2,1.2,-9,4,6
CCCOC(=O)c1cccc(NC(=O)C(C)(C)C)c1,-9,-35,-1,-19,0,2.7,-13,9,-8
CC(=O)Nc1cc[n+](C(C)C(=O)c2ccccc2)cc1 (configuration not stated),4,2,-4,3,7,0.1,-7,7,-29
CN1CCN(c2ccccc2/C=C2/C(=O)Nc3ccccc32)CC1,-9,13,5,11,-18,0.6,6,23,-8
CCN(C(=O)COC(=O)c1ccc(Cl)c(S(=O)(=O)N2CCCCC2)c1)C1CCS(=O)(=O)C1 (configuration not stated),16,4,0,6,-17,0.3,-1,5,2
O=C(COC(=O)c1cccc(Cl)c1Cl)NCCN1C(=O)CSC1=O,-25,-12,-2,-7,3,-1.2,-5,-9,-4
Cc1ccc(C(=O)N2C(=S)C(c3ccc(F)cc3)=NC23CCN(C)CC3)cc1,14,-7,8,-3,-10,5.6,-9,-5,-20
Nc1nc(NC(=O)/C=C/c2ccc(F)cc2)nn1-c1ccccc1,36,4,-2,-7,4,0.7,-7,1,14
Cc1sc(NC(=O)c2ccco2)c(C(c2cccnc2)N2CCN(CCO)CC2)c1C (configuration not stated),15,0,1,4,1,1.7,-2,15,9
COc1ccccc1CCNC(=O)CN1C(=O)c2ccccc2S1(=O)=O,37,5,0,8,2,0.1,-1,1,16
Cc1[nH]c2ccc(Br)cc2c(=O)c1CN1CCCCC1,10,-2,-2,-5,13,0.0,2,11,-16
O=c1c2c3c(sc2nc2n1CCCC2)CCC3,3,5,6,1,-3,2.4,-4,3,7

# Whole records, looked up by structure. Screens in order: Mdm2 MdmX PPI | CXCR6 block | UPR XBP1 act | Gli-Sufu antag | Jurkat NFkB inh | CHOP UPR activ | EBI2 antag | CCR6 antagonist | 697 NFkB inh
# O=c1c2c3c(sc2nc2n1CCCC2)CCC3 across the screens: 3 | 5 | 6 | 1 | -3 | 2.4 | -4 | 3 | 7
# Nc1nc(NC(=O)/C=C/c2ccc(F)cc2)nn1-c1ccccc1 across the screens: 36 | 4 | -2 | -7 | 4 | 0.7 | -7 | 1 | 14
# COc1ccc(CN2CCCCCC2)cc1Br across the screens: 0 | -7 | -7 | 10 | -2 | 1.2 | -9 | 4 | 6
# Cc1sc(NC(=O)c2ccco2)c(C(c2cccnc2)N2CCN(CCO)CC2)c1C (configuration not stated) across the screens: 15 | 0 | 1 | 4 | 1 | 1.7 | -2 | 15 | 9
# Cc1ccc(C(=O)N2C(=S)C(c3ccc(F)cc3)=NC23CCN(C)CC3)cc1 across the screens: 14 | -7 | 8 | -3 | -10 | 5.6 | -9 | -5 | -20

# Other entries:
SMILES,Mdm2 MdmX PPI,CXCR6 block,UPR XBP1 act,Gli-Sufu antag,Jurkat NFkB inh,CHOP UPR activ,EBI2 antag,CCR6 antagonist,697 NFkB inh
Cc1ccc(-n2c3c(cc(C(=O)O)c2=O)C(=O)CC(C)(C)C3)cc1,18,-7,0,-6,5,1.7,1,-2,-1
O=C(Nc1cccc(F)c1)N(Cc1ccc(Cl)cc1)CC(O)C(F)(F)F (configuration not stated),20,-12,-1,-1,8,0.2,7,-11,-8
COc1ccc(F)cc1C(=O)C1CCCN(Cc2cccn2-c2cccnc2)C1 (configuration not stated),27,-19,-3,8,-4,2.5,11,4,3
O=C(CCc1ccccc1)Nc1cc2c(cc1Cl)OCCO2,-96,-1,0,-94,-71,2.8,4,-2,-134
N=C1/C(=C/c2cccn2-c2cccc([N+](=O)[O-])c2)C(=O)N=C2SC=CN12,49,.,0,.,-10,1.2,.,.,20
O=C(c1ccc(S(=O)(=O)N2CCOCC2)cc1)N1CCN(c2ccccc2)CC1,8,2,3,3,-2,-2.6,22,12,-6
CCOC(=O)CSc1ccc(-c2nc3ccccc3[nH]2)cn1,-1,-7,2,1,-21,1.6,5,-18,-16
C=CCN(C(=O)C1=NN(C2CCS(=O)(=O)C2)C(=O)CC1)c1nc(-c2ccc([N+](=O)[O-])cc2)cs1 (configuration not stated),-87,10,5,-39,-68,3.5,34,4,-56
COc1cccc(-c2ccc(C#N)c(=O)[nH]2)c1,-3,-6,-3,-4,-8,1.3,-7,5,0
c1ccc(N=Nc2cn[nH]c2-c2ccco2)cc1,-3,7,0,5,-2,2.6,13,-2,9
COc1ccc(C(CNC(=O)CNC(=O)c2cc(OC)c(OC)c(OC)c2)N2CCOCC2)cc1 (configuration not stated),-2,-16,1,-11,14,0.8,6,-5,2
COc1ccc(/C(O)=C2/C(=O)C(=O)N(c3ccccn3)C2c2ccc(OC)cc2)cc1 (configuration not stated),10,-3,0,3,-26,-0.5,6,13,-2

# Overlap with the part before: two compounds, then new ones.
SMILES,Mdm2 MdmX PPI,CXCR6 block,UPR XBP1 act,Gli-Sufu antag,Jurkat NFkB inh,CHOP UPR activ,EBI2 antag,CCR6 antagonist,697 NFkB inh
COc1ccc(C(CNC(=O)CNC(=O)c2cc(OC)c(OC)c(OC)c2)N2CCOCC2)cc1 (configuration not stated),-2,-16,1,-11,14,0.8,6,-5,2
COc1ccc(/C(O)=C2/C(=O)C(=O)N(c3ccccn3)C2c2ccc(OC)cc2)cc1 (configuration not stated),10,-3,0,3,-26,-0.5,6,13,-2
Cn1c(-c2sc3ccccc3c2Cl)n[nH]c1=S,17,4,1,-2,14,2.1,2,0,1
Cc1cc(C)n(-c2nc(N(C)C)nc(N(C)C)n2)n1,9,2,-1,4,2,0.0,-5,1,15
CCC1(c2ccccc2)NC(=O)N(CC(=O)Nc2ccc3c(C)cc(=O)oc3c2)C1=O (configuration not stated),10,0,1,-3,-5,1.8,-4,6,12
Cn1cccc1/C=C1\SC(=S)N(Nc2ccccc2)C1=O,17,-6,2,0,-1,3.7,-2,30,-13
CCOc1ccc(CC(=O)NC2CC(C)(C)N(C)C(C)(C)C2)cc1OCC,-14,-9,0,-4,-3,-1.3,-8,1,13
CC(NC(=O)/C=C/c1ccco1)c1nc2ccccc2n1Cc1c(Cl)cccc1Cl (configuration not stated),28,-4,-2,10,-3,-0.7,10,7,-34
NC(=O)c1ccccc1Nc1nc2nc3ccccc3c(=O)n2cc1Br,74*,.,5,3,5,4.7,.,-4,14
O=C(Nc1nccs1)C1CCN(S(=O)(=O)c2cnc[nH]2)CC1,2,12,-2,2,-2,-1.3,-4,8,10
CN(CC(=O)Nc1ccccc1C(=O)N1CCCC1)S(=O)(=O)c1ccc(Cl)cc1,-25,0,-2,1,13,-0.2,-3,-27,26
CC(=O)Nc1ccc(OS(=O)(=O)c2cc(Cl)ccc2C)cc1,2,1,1,-5,4,2.8,-15,-2,3
CC(C)(C)C(=O)COC(=O)C1CC(=O)N(c2ccccc2)C1 (configuration not stated),-3,-12,2,-7,-2,-0.5,4,-1,14
Cc1ccc(-c2csc(CC(N)=O)n2)cc1,15,-16,2,-10,-23,1.4,0,-2,6
COc1cc(NC(=O)c2ccccc2)c(OC)cc1NC(=O)CSc1[nH]c(=O)cc(C)c1C#N,84*,5,6,-32,23,0.3,-10,5,0
Cc1ccc(OCCCNC2CCCC2)cc1,-13,-4,2,26,0,-1.3,-8,-40,9
Cn1c(=O)[nH]c(=O)c2c1nc(SCCN1CCOCC1)n2CCCc1ccccc1,24,3,3,-24,-9,0.2,-10,20,1
O=C(NCCCN1CCCC1=O)C1CCN(S(=O)(=O)N2CCOCC2)CC1,.,-3,.,-1,.,.,5,10,.
COc1ccc(C2(C(=O)N3CCC(n4nc(-c5ccccc5)oc4=O)CC3)CC2)cc1,18,-1,0,8,-5,3.2,11,21,-1
CC(C)c1ccc(C2(C)NC(=O)N(CC(=O)NC3(C#N)CCCC3)C2=O)cc1 (configuration not stated),-5,1,-1,-8,14,-0.7,-3,4,7
O=C(CN(C(=O)CCC(=O)Nc1nccs1)c1cccc(F)c1)NCC1CCCO1 (configuration not stated),21,0,-2,7,-3,-0.5,-2,17,22
COc1cccc(-n2nnnc2SCC(=O)NCc2ccc3c(c2)OCO3)c1,2,-4,0,1,-6,0.0,9,21,-2
O=C(NNC(=O)c1cccc(Br)c1)Nc1ccc(Cl)cc1,28,1,-2,14,-4,-1.0,-19,6,6
Cc1nn(CCC#N)c2nc(-c3ccccc3)cc(C(F)(F)F)c12,20,-4,-1,0,-5,0.4,1,3,-8
Oc1ccccc1N1CCN(C(c2ccccc2)c2ccccc2)CC1,2,-5,-4,5,-18,1.5,9,2,10

# Rows were taken by chance. About 5% of those tested had a hit in this group.
